TEAD-YAP inh: TEAD-YAP interaction inhibition, primary screen, TEAD-YAP interaction inhibitor project, luminescence, HEK-TIYL cells; TEAD-Gal4/YAP UAS-luciferase luminescence; inhibition, % at 9.12 µM; hit rate 1.4% among 640,000; AID 1259422, 2018; in the data active = inhibition above about 32%;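 also: 0% = median of test compound wells and 100% = reference inhibitor wells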
GPR151 activ: activators of human GPR151, primary screen, cell-based, PathHunter beta-arrestin, luminescence; G-protein coupled receptor 151 (Homo sapiens), Q8TDV0; PathHunter beta-arrestin GPR151 cells; activation, % at 11.2 µM; AID 1508602, 2020; hit rate 1% among 650,000; in the data active = activation above about 4.9%;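 also: 0% = median of compound wells and 100% = cells with positive control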
FBW7 activator: FBW7 E3 ligase activators, primary screen, biochemical, AlphaScreen, human | F-box/WD repeat-containing protein 7 (Homo sapiens), Q969H0 | AlphaScreen FBW7–phospho-cyclin E peptide binding, activator screen | normalized activity (activation), % at 26.1 µM | hit rate 0.13% among 650,000 | AID 1259310, 2017; in the data active = normalized activity above about 1.9%;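 also: purified mutant Fbw7 with reduced substrate affinity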
Target sequence (Q969H0 whole entry, looked up): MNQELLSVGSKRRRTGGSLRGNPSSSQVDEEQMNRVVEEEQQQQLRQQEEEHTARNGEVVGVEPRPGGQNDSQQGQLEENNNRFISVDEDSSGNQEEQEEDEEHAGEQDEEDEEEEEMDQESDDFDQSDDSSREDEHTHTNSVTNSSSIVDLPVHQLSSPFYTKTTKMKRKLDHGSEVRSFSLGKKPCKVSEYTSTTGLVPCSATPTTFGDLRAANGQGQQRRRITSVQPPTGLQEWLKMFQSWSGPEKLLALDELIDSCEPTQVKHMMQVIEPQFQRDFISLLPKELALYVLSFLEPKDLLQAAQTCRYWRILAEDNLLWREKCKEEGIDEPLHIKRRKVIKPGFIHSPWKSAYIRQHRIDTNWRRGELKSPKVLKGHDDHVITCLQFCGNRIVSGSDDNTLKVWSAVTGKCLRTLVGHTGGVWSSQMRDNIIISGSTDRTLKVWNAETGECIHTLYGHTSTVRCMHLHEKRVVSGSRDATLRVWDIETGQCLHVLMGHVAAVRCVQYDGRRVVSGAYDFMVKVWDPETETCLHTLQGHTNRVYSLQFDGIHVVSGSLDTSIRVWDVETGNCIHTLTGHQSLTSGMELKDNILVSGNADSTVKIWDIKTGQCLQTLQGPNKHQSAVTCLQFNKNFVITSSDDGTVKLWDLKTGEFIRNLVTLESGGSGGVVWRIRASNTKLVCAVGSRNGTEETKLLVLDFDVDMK
MITF primary: MITF inhibitors, primary screen, biochemical, AlphaScreen, human | Microphthalmia-associated transcription factor (Homo sapiens), O75030 | AlphaScreen MITF homodimerization, bead proximity signal | inhibition, % at 2.6 µM | hit rate 0.91% among 650,000 | AID 1259374, 2018; in the data active = inhibition above about 50%;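 also: 0% = vehicle wells with protein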
Numbers without * were called inactive.

Start of the listing, in advance (7 entries):
Compound	MITF primary	FBW7 activator	TEAD-YAP inh	GPR151 activ
Cc1nc2ccc(S(=O)(=O)NCC(=O)NC3CCCCCCC3)cc2s1	-13	-0.1	-2	-0.6
O=C(NCc1nnc(SCc2ccccn2)o1)c1ccccc1	-22	0.0	1	-1.7
O=C(Nc1ccccn1)c1ccc(CNc2c(N3CCCC3)c(=O)c2=O)cc1	-4	-0.2	-7	0.9
OCc1cccc(-c2cnc3c(NCCc4ccncc4)nccn23)c1	2	0.1	-58	0.1
O=C(Nc1ccccc1C(F)(F)F)c1cc2ccccc2oc1=O	6	0.0	-33	1.5
COc1ccc(CSc2nc(C)cc(=O)[nH]2)cc1	-6	-0.1	5	-1.0
CCCOc1ccc([N+](=O)[O-])cc1C=C1C(=O)N(C)C(=O)N(C)C1=O	6	-0.4	10	-0.3

Main list, from the start:
Compound	MITF primary	FBW7 activator	TEAD-YAP inh	GPR151 activ
Cc1nc2ccc(S(=O)(=O)NCC(=O)NC3CCCCCCC3)cc2s1	-13	-0.1	-2	-0.6
O=C(NCc1nnc(SCc2ccccn2)o1)c1ccccc1	-22	0.0	1	-1.7
O=C(Nc1ccccn1)c1ccc(CNc2c(N3CCCC3)c(=O)c2=O)cc1	-4	-0.2	-7	0.9
OCc1cccc(-c2cnc3c(NCCc4ccncc4)nccn23)c1	2	0.1	-58	0.1
O=C(Nc1ccccc1C(F)(F)F)c1cc2ccccc2oc1=O	6	0.0	-33	1.5
COc1ccc(CSc2nc(C)cc(=O)[nH]2)cc1	-6	-0.1	5	-1.0
CCCOc1ccc([N+](=O)[O-])cc1C=C1C(=O)N(C)C(=O)N(C)C1=O	6	-0.4	10	-0.3
COc1ccc(NC(=O)C(c2ccc(OC)cc2)N(C)C(=O)CC2NC(=O)NC2=O)cc1 (stereo unspecified)	13	0.0	-2	-1.6
CCOC(=O)c1c(-c2ccccc2)csc1/N=C/c1c(C)[nH]n(-c2ccc(C)cc2)c1=O	9	1.4	2	-0.9
COc1cc(/C=c2\sc3nc4ccccc4n3c2=O)ccc1OCc1c(F)cccc1Cl	-5	-0.1	0	0.8
Fc1ccc(Nc2nc(-c3ccccc3F)nc3ccccc23)c(Cl)c1	3	0.5	13	0.7
O=C(CN1CCC(O)(c2cccnc2)CC1)NC1CC1	3	-0.1	7	-0.1
OCc1ccccc1NC(=S)NCc1ccccc1	-2	0.0	-2	0.1
CN(C(=O)c1cccnc1Cl)C1CCS(=O)(=O)C1 (stereo unspecified)	2	0.0	2	-0.8
Cc1cccc(NC(=O)CN(C)S(=O)(=O)c2ccc3c(c2)n(C)c(=O)c(=O)n3C)c1	4	-0.1	2	1.2
C=CCN1C(=O)/C(=C\c2ccn(-c3ccc([N+](=O)[O-])cc3)c2)C(=O)NC1=S	16	-0.1	3	-1.0
CCCCCc1nnc(NC(=O)C2CCCO2)s1 (stereo unspecified)	-8	-0.1	-52	-0.9
Cc1ccc(-c2nc(CSc3nnnn3C)cs2)cc1	3	0.0	-9	-0.4
CCOC(=O)C1CCN(c2ncnc3sc4c(c23)CCCC4)CC1	16	0.6	18	1.6
COc1cc(C(=O)OCC(=O)Nc2cc(C)on2)c([N+](=O)[O-])cc1OC	2	0.2	-1	-1.4
O=C(NC1=NCCS1)c1cc(F)c(F)cc1Cl	-5	-0.1	-17	-0.5
O=C(NCCc1ccc(Cl)cc1)C1CCC(CNc2c(N3CCCC3)c(=O)c2=O)CC1 (stereo unspecified)	3	-0.1	-1	-0.7
COCCn1c(Cc2ccccc2)nnc1SCC(=O)Nc1ccc(OC)cc1	1	-0.1	-6	0.3
CCC(C)(C)NC(=O)C1CCN(S(=O)(=O)c2ccc3c(c2)OCCO3)CC1	2	0.2	0	0.2
COc1cccc(-c2cc(C(=O)NCc3cccs3)no2)c1	11	0.2	-66	-0.5
COc1ccc([N+](=O)[O-])cc1Nc1nc(C)cc(C)c1C#N	10	0.0	3	-0.5
O=C(CC1CCCCC1)Nc1cccc([N+](=O)[O-])c1	3	0.1	-21	0.8
CC(=O)c1cccc(NC(=O)c2ccc3c(c2)OCCO3)c1	17	0.1	-10	-2.6
CC(C)(C)NCCOc1ccc(Cl)cc1Br	30	0.1	-5	-1.5
COC1(OC)N=C(N)C2(C#N)C(c3ccccc3)C12C#N (stereo unspecified)	27	-0.1	-12	1.4
COc1ccc(C2N3CC4(C)CN2CC(C)(C3)C4=O)cc1O (stereo unspecified)	10	0.3	1	1.6
O=C(Nc1c(C(=O)Nc2ccc(F)cc2)cnn1-c1ccccc1)c1cccc(F)c1	12	0.0	8	0.5
COC(=O)C1=CN(Cc2ccc(F)cc2)C=C(C(=O)OC)C1c1cccc(O)c1	3	0.0	2	5.2*
Cc1c(CC(=O)N(C)C)sc2ccc(Cl)cc12	3	-0.1	-13	-0.1
CN(C)N1C(N)=C(C#N)C(c2ccccc2F)C2=C1CCCC2=O (stereo unspecified)	15	0.7	8	3.0
Cc1nc2ccc3nc(NC(=O)c4ccc(S(=O)(=O)N5CCOCC5)cc4)sc3c2s1	-2	-0.1	-1	-0.8
O=C(CCC1CCCN(C(=O)C2(c3ccccc3)CC2)C1)N1CCN(c2ccccn2)CC1 (stereo unspecified)	-5	0.0	0	0.3
O=S(=O)(NCc1ccccc1)c1cccc(S(=O)(=O)c2ccccc2)c1	-10	0.0	-2	3.2
Cc1sc2ncn(CC(=O)N(CC(=O)NC3CCCC3)Cc3ccco3)c(=O)c2c1C	2	-0.1	8	1.2
CNC(=O)CSc1nnc(Cc2ccccc2)n1Cc1ccco1	13	0.9	-10	2.8
O=C(c1ccccc1)c1cccc(N2C(=O)c3ccc(-c4nc5ccccc5o4)cc3C2=O)c1	7	0.0	-4	-0.5
COc1cc(C)c(Br)cc1S(=O)(=O)N1CCCC1	0	0.0	3	0.6
CCc1cccc(NC(=O)CSc2c(C)n[nH]c2C)c1	14	0.0	2	0.4
Cc1ccc(N2C(=O)CSC2c2ccc(Cl)cc2)cc1C (stereo unspecified)	14	0.1	-1	0.0
Cc1ccc(-c2[nH]nc3c2C(c2ccc(F)c(Br)c2)C(C#N)=C(N)O3)cc1 (stereo unspecified)	-3	-0.2	5	1.7
COC(=O)CSc1nc2ccc(NC(=O)CSc3nncn3C)cc2s1	3	0.1	11	0.5
O=C(NCC1CCC2(CCN(C(=O)/C=C/c3cccc(F)c3F)CC2)O1)C1CCCCC1 (stereo unspecified)	0	-0.1	4	2.0
CC(NC(=O)c1cncc(Br)c1)c1ccc(-c2ccccc2)cc1 (stereo unspecified)	17	0.2	19	1.7
Cc1ccc(C(=O)Nc2sc3c(c2C(=O)N2CCN(Cc4ccccc4)CC2)CCCCC3)cc1	3	-0.2	-3	-0.3
COc1cc(C=O)ccc1OC(=O)c1ccc(F)cc1	13	0.1	8	1.8
NC(=O)c1ccc(-c2cncc(C(=O)NCc3cccc(C(F)(F)F)c3)c2)cc1	16	0.1	-6	-0.8
CC(C)=C1C2CCC1C(C(=O)NCc1ccc(Cl)cc1)C2C(=O)O (stereo unspecified)	-9	0.0	1	-0.6
Cc1sc2c(c1C)CN(Cc1ccncc1)CN2C(=O)c1ccco1	-12	-0.1	-23	-1.3
CC(C)C(NC(=O)C1CCOC1)c1nnc2n1CCN(C(=O)Cc1ccccc1F)CC2 (stereo unspecified)	-11	-0.1	-5	2.8
COc1ccc(F)cc1S(=O)(=O)N1CCN(Cc2ccc3c(c2)OCO3)CC1	10	0.8	4	-0.3
COCCNC(=O)c1cc(Nc2ccc(OC)cc2)nc2ccccc12	-14	-0.3	6	-0.4

Further results:
Compound	MITF primary	FBW7 activator	TEAD-YAP inh	GPR151 activ
NC(=O)c1nnn(-c2nonc2N)c1-c1cccc([N+](=O)[O-])c1	14	0.0	8	-0.7
COc1ccc(S(=O)(=O)C(F)(F)F)cc1S(=O)(=O)C(F)(F)F	14	0.5	-5	-1.3
NC(=O)c1cc(NC(=O)c2nn(Cc3ccccc3)c(=O)c3ccccc23)cc(C(N)=O)c1	0	0.0	-2	1.0
CCCC/C(C)=N/NC(=O)C(=O)Nc1ccc(OCC)cc1	1	-0.1	3	-0.3
CCOc1ccc(NC(=O)CCN2CCN(CCC(=O)Nc3ccc(OCC)cc3)CC2)cc1	9	0.1	0	-0.5
S=C(Nc1ccccc1Cl)N(CCN1CCCCCC1)Cc1cccs1	2	0.7	-3	-2.0
Cc1cccc2cc(-c3ccc(F)cc3)cn12	8	1.7	0	1.9
COc1ccc(CNC(=O)c2ccc3c(c2)[nH]c(=S)n2c4ccccc4nc32)cc1	-5	-0.3	-17	1.1
CC1=NN(c2ccc(C(=O)O)cc2)C(=O)/C1=C\c1ccc(-c2ccc(S(N)(=O)=O)cc2)o1	-1	0.2	7	-1.5
COc1ccccc1NC(=O)COc1ccccc1Br	3	-0.2	-46	1.4
O=C(NCc1ccc(F)cc1)NCC1CN(c2ccccc2)C(=O)O1 (stereo unspecified)	-21	0.0	-2	-1.3
COc1ccccc1CNS(=O)(=O)c1ccc(F)c(C(=O)Nc2cccc(F)c2)c1	4	-0.1	0	0.7
CCOC(=O)CSC1=C(C#N)C(c2ccc(OC)cc2)CC(=O)N1 (stereo unspecified)	-2	-0.1	-4	-0.9
Fc1ccc(CN(Cc2ccco2)Cc2nnnn2CCc2ccccc2)cc1	-8	-0.2	4	0.5
O=C1CCc2cc(S(=O)(=O)NCc3ccccc3)ccc2N1	20	0.1	3	-0.3
Cc1nonc1CNC(=O)c1ccc(-n2cc(NC(=O)c3cccnc3)cn2)cc1	8	-0.2	2	-0.2
O=C(NC(=S)NCC1CCCO1)c1ccccc1Br (stereo unspecified)	34	-0.1	-3	0.5
CCCc1nn(CC(=O)NC(C)(C)C)c(=O)c2cc3ccsc3n12	-3	0.1	-4	0.3
CCOc1ccc(/C=C2/C(=O)Nc3ccccc32)cc1	6	-0.2	-32	0.4
COc1cccc(N2CCN(CC(=O)Nc3ccccc3[N+](=O)[O-])CC2)c1	-5	-0.1	13	1.1
C=CCOC(=O)/C(=C\c1ccc([N+](=O)[O-])cc1)NC(C)=O	18	0.7	4	0.6
CCOc1ccc(NC(=O)CSc2nc(=O)n(CCCN(C)C)c3c2CCCC3)cc1	8	0.0	-1	1.0
O=C(c1cc(-c2ccco2)on1)N1CCn2c1nc1ccccc12	15	-0.6	3	-2.7
CC(=O)N(C)c1nc(-c2ccc(Cl)cc2)cs1	-5	-0.1	-6	-0.4
Cc1c(CN2CCC(n3nccc3NC(=O)CCc3ccccc3)CC2)cnn1C	9	0.0	7	-0.1
COc1ccc(OC)c(NC(=O)c2c(NCc3cccc(OC)c3OC)sc3c2CCCC3)c1	1	-0.2	6	4.0
CC(NC(=O)N(C(C)C)C(C)C)c1nc(-c2cccnc2)n[nH]1 (stereo unspecified)	10	0.8	8	-1.4
O=CN/N=C/c1cc(Cl)cc([N+](=O)[O-])c1O	15	0.5	8	-1.4
CCn1cc(C(=O)NCc2ccccc2OC)c(=O)c2ccc(C)nc21	9	-0.1	14	-0.8
Cc1cc(NCc2cccc(C(F)(F)F)c2)nc(Nc2ccnn2C)n1	8	0.1	1	-0.4
O=C1Cc2cc(S(=O)(=O)N(Cc3ccccc3)c3ccccc3)cc3c2N1CCC3	-7	-0.2	-6	0.8
COc1ccc(/C=C2\C(=O)NC(=S)N(Cc3ccccc3)C2=O)c(OC)c1	-7	-0.4	-2	-0.9
O=C(NNC(=O)C1COc2ccccc2O1)c1n[nH]c(=O)c2ccccc12 (stereo unspecified)	4	0.2	-2	-0.4
O=C(Nc1nccs1)C1CCN(S(=O)(=O)c2cccc3cccnc23)CC1	-1	0.0	11	-0.3
Cc1ccc(OCc2ccc(C(=O)NCC3CCCO3)cc2)cc1 (stereo unspecified)	-5	0.2	2	0.7

From PubChem
